sPLA2-III inh – human group III sPLA2 inhibitors, primary screen, biochemical, QFRET, BODIPY PC-A2 liposome substrate. Group 3 secretory phospholipase A2 (Homo sapiens), Q9NZ20. QFRET BODIPY PC-A2 liposome hydrolysis, fluorescence. AID 743126, 2013. inhibition, % at 12.2 µM. 370,000 compounds, 0.56% hits;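 active = inhibition above mean plus 3 SD of compounds lying within the high and low control bounds, cut at about 19% in these data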;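 note: 0% = median of test compound wells and 100% = no enzyme DMSO wells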
Target sequence (Q9NZ20 whole entry, looked up): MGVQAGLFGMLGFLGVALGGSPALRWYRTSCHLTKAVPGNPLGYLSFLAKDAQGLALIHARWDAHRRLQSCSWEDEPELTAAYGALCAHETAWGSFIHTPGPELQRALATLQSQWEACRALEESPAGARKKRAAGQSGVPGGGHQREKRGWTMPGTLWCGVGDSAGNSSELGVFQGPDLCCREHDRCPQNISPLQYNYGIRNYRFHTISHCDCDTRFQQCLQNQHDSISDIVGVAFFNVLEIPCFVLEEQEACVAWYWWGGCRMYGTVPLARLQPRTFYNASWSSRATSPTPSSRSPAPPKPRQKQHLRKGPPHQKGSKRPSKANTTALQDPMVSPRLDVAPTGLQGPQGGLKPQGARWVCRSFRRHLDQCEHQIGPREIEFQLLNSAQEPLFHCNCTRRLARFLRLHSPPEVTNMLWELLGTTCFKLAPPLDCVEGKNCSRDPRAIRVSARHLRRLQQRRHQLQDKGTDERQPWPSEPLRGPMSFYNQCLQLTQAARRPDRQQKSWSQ
DAX1 inh-1 – DAX1 (NR0B1) inhibitors on StAR promoter, primary screen, cell-based, luminescence, SF-1 (NR5A1), full-length DAX-1; AID 652010, 2013; HEK293T StAR-luciferase reporter, SF-1/DAX-1 repression relief; inhibition, % at 6.8 µM; 370,000 compounds, 1.1% hits;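 active = inhibition above the mean over all tested compounds plus 3 SD, cut at about 3.6% in these data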;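 note: 0% = DAX-1 cells with DMSO and 100% = cells lacking DAX-1 with DMSO; higher inhibition means more luminescence from relief of DAX-1 repression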
DAX1 inh-2 – DAX1 (NR0B1) inhibitors, primary screen, cell-based, HEK293, Gal4-DAX1, luciferase luminescence. HEK293 Gal4-DAX1 luciferase reporter. inhibition, % at 6.75 µM. Nuclear receptor subfamily 0 group B member 1 (Homo sapiens), P51843. AID 504766, 2011. 340,000 compounds, 0.99% hits;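 active = inhibition above the mean over all tested compounds plus 3 SD, cut at about 4.2% in these data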;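 note: 0% = DAX1-transfected cells with DMSO and 100% = empty-vector control cells with DMSO; inhibition shows as a rise in luminescence from relieved DAX1 repression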
Target sequence (P51843 207-470 limits assumed): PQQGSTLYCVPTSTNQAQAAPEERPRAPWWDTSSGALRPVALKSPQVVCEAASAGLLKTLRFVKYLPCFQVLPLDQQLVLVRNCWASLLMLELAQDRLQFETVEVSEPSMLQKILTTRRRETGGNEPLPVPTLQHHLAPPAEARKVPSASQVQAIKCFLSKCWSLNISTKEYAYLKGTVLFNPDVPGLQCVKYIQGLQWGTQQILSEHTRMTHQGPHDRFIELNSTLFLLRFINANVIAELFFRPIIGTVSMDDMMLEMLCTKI
PLC-gamma1 inh – PLC-gamma1 enzyme inhibitors, primary screen, biochemical, fluorescence, purified enzyme; fluorogenic substrate; inhibition, % at 12.2 µM; 370,000 compounds, 0.84% hits; 1-phosphatidylinositol 4,5-bisphosphate phosphodiesterase gamma-1 (Homo sapiens), P19174; in the data active = inhibition above about 9.5%
hcDAF-12 act – H. contortus DAF-12 nuclear receptor activators, primary screen, cell-based, luminescence, HEK293, lit1-tk-luc reporter; HEK293 hcDAF-12 lit1-tk-luc reporter; 0% DMSO, 100% Δ7-dafachronic acid; activation, % at 6.8 µM; 370,000 compounds, 1.4% hits; AID 652067, 2013;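 active = activation above the mean of all tested compounds plus 3 SD, cut at about 5.5% in these data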;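 note: 100% = response to 3 µM Δ7-dafachronic acid high control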
ssDAF-12 act – S. stercoralis DAF-12 nuclear receptor activators, primary screen, cell-based, luminescence, HEK293, GRIP1 co-expression, lit1-tk-luc; Nuclear hormone receptor DAF-12 (Strongyloides stercoralis); HEK293 ssDAF-12/GRIP1 lit1-tk-luc reporter; % of 3 µM dafachronic acid response; activation, % at 6.8 µM; 370,000 compounds, 1% hits;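 active = activation above the mean over all tested compounds plus 3 SD, cut at about 0.9% in these data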;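 note: 0% = DMSO-only wells and 100% = 3 µM delta7-dafachronic acid wells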
FXN GAA850 act – FXN promoter activators, primary screen, cell-based, luciferase luminescence, HEK293 lucGAA850. HEK293 lucGAA850 FXN promoter luciferase reporter, 24 h; percent of 10 µM SAHA response. activation, % at 6 µM. 360,000 compounds, 0.56% hits. AID 540364, 2011;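 active = activation above the average of all compounds screened plus 3 SD, cutoff fixed separately per campaign, cut at about 7.5% in these data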;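 note: 0% = DMSO wells and 100% = 10 µM SAHA wells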
PLCb3 inh – human PLC-beta3 inhibitors, primary screen, biochemical, fluorescence; Purified PLC-beta3, fluorogenic substrate; 370,000 compounds, 0.18% hits; inhibition, % at 12.2 µM; 1-phosphatidylinositol 4,5-bisphosphate phosphodiesterase beta-3 (Homo sapiens), Q01970; in the data active = inhibition above about 11%;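 note: 0% = median of compound wells on plate and 100% = full blocker control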
hgDAF12 agonist – H. glycines DAF-12 receptor agonists, primary screen, cell-based, luminescence, HEK293, GAL4 fusion, UAS-luciferase; Nuclear hormone receptor DAF-12 (Heterodera glycines), GAL4 fusion; HEK293 GAL4-hgDAF12 UAS-luciferase reporter, agonist luminescence; normalized to butyrate control; activation, % at 6.8 µM; 370,000 compounds, 1.8% hits; AID 687014, 2013;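 active = activation above a cutoff set at the mean of all screened compounds plus 3 SD, cut at about 10% in these data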;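 note: 0% = DMSO wells and 100% = sodium butyrate wells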
ADAM10 inh – human ADAM10 inhibitors, primary screen, biochemical, QFRET, HTS; 370,000 compounds, 0.62% hits; recombinant ADAM10, EDANS/DABCYL FRET peptide cleavage, 3 h; inhibition, % at 7 µM; Disintegrin and metalloproteinase domain-containing protein 10 (Homo sapiens), O14672;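 active = inhibition above a per-campaign cutoff equal to the mean of compounds falling between control-based bounds plus 3 SD, cut at about 20% in these data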;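 note: 0% = DMSO wells while the 100% control is not disclosed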
ADAM17 inh – ADAM17 inhibitors, primary screen, biochemical, QFRET | inhibition, % at 6.95 µM | recombinant ADAM17, EDANS/DABCYL FRET peptide cleavage | 370,000 compounds, 0.83% hits | Disintegrin and metalloproteinase domain-containing protein 17 (Homo sapiens), P78536;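 active = inhibition above the mean of compounds lying between control limits plus 3 SD, set per campaign, cut at about 8.5% in these data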;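 note: 0% = DMSO-only wells as the low control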
Starred values were filed as active, the others as inactive; . = not tested or not shown.

SMILES	sPLA2-III inh	DAX1 inh-1	DAX1 inh-2	PLC-gamma1 inh	hcDAF-12 act	ssDAF-12 act	FXN GAA850 act	PLCb3 inh	hgDAF12 agonist	ADAM10 inh	ADAM17 inh
Cc1cc(=O)c2ccc(NC(=O)c3ccccc3)cc2[nH]1	-2	-0.2	0.5	2	-0.8	-1.4	1.5	1	-2.7	-18	-2
CSc1ncccc1C(=O)Nc1ccc(F)c(F)c1F	-1	0.7	-0.5	2	-1.8	-0.3	1.6	3	3.2	-5	-1
C[C@H](CO)N1C[C@H](C)[C@H](CN(C)Cc2cncnc2)Oc2cc(Br)ccc2S1(=O)=O	5	-1.0	0.3	1	-1.3	-0.8	-0.5	0	3.2	2	0
Cc1oc(-c2ccc(C(F)(F)F)cc2)nc1CN(Cc1ccccn1)C[C@@H]1CCC(=O)N1	0	0.1	-2.5	-2	2.5	-0.7	3.3	-6	1.9	-1	1
O=C(c1cc(-c2ccc(F)cc2)on1)N1CCOCC1	4	2.0	-0.1	-1	3.1	0.3	3.4	-8	13*	-7	-2
COc1ccc(NC(=O)C/C(C)=N/NC(=O)c2cnccn2)cc1	-4	0.3	1.4	1	0.4	-0.5	5.4	-4	7.7	7	-2
COc1ccc(NC(=O)CCc2ccc(OC)c(OC)c2)cn1	1	-0.4	-0.8	-2	0.6	-0.5	2.5	1	-0.6	-1	-3
Cc1nc2c(cc1C(=O)N/N=C/c1ccc(O)c(O)c1)c(=O)n(C)c(=O)n2C	15	0.6	-0.7	7	-2.0	-0.4	4.0	6	-1.6	-8	3
CCOC(=O)c1ccc(N2CCN(c3cc(C)ccc3C)CC2)c(N)c1	8	-0.4	-1.5	-86	0.7	-1.1	0.1	-122	-1.4	-46	-22
O=C(NCCCN1CCOCC1)c1cc2c(s1)CCCC2	0	0.5	2.0	-1	-0.3	-0.7	0.9	-1	1.4	11	-2
O=S(=O)(c1ccc(SCc2ccccc2)nc1)N1CCCCC1	8	0.8	-0.5	3	0.1	-0.9	1.2	-8	-1.4	-12	-7
Cc1ccc(CNC(=O)CSc2nc(=O)n3ccc(C)cc3n2)cc1	10	0.0	0.5	-13	-1.6	-1.5	-1.6	-23	-0.2	-21	-5
C=CCNC(=S)/C(=C(/[O-])c1ccc([N+](=O)[O-])cc1)[n+]1ccccc1	-2	0.3	0.3	-2	-1.3	-0.8	2.4	0	1.5	5	1
CCc1ccc(OCC(O)CN2CCC(CN3C(=O)c4cccc5cccc(c45)C3=O)CC2)cc1 (stereo unspecified)	-9	-0.2	-0.3	-2	-0.2	-1.6	1.3	-6	-0.1	-81	-29
Cc1c(Br)cc(C(=O)NCc2ccco2)c(C)c1C	-7	-0.1	-1.0	0	-2.2	-1.1	-0.8	-3	-0.4	5	2
COc1ccc(OC)c(S(=O)(=O)N2CCC(C(=O)NCc3ccncc3)CC2)c1	-1	0.1	0.7	-2	-0.1	-1.0	-0.2	-6	1.5	2	-1
CC(C)OC(=O)CSc1nnc(-c2ccc(C(C)(C)C)cc2)n1N	4	1.0	5.0*	4	-0.5	-0.9	-0.5	1	3.4	0	-1
Cc1ccc(-c2c(C)sc3ncn(CC(=O)N4CCOCC4)c(=O)c23)cc1C	-4	-0.5	1.8	-1	-1.3	-0.8	-0.4	-2	-3.2	-5	-4
CC1CC(=O)N(CC(=O)Nc2ccc(F)cc2)c2ccccc2S1(=O)=O (stereo unspecified)	1	-0.9	1.4	3	-0.3	-0.6	-0.1	-10	-2.9	-9	-1
Cc1nc(SCC(=O)O)n[nH]1	1	0.3	2.4	1	-0.6	-1.2	-0.5	-3	1.8	6	-1
Cc1cc(Nc2cccc(C(F)(F)F)c2)n2nc(C)nc2n1	-8	-0.8	0.2	-2	0.3	-0.5	0.0	1	-2.2	-5	2
CCc1ccc(Nc2oc(C)cc(=O)c2C(C)=O)cc1	3	-0.5	0.5	1	-0.8	-1.1	1.3	-5	-2.1	-1	-7
O=C1NC[C@H](Cc2ccccc2)N(CC2CCN(CCCC3CCCC3)CC2)C1=O	-4	5.5*	-0.1	0	-1.0	-1.1	-0.7	3	4.0	-8	-4
CCc1nnc(NC(=O)CCN(c2ccc(C)cc2)S(=O)(=O)c2ccccc2)s1	4	0.6	0.0	-2	-2.7	-1.5	2.7	-6	3.4	6	-4
CCN(CC)CCC(=O)c1ccc(F)cc1	-1	0.0	1.1	3	-0.1	-1.4	1.6	0	2.9	-3	2
Cn1c(CCN2CCN(c3ccc(F)cc3)CC2)nc2cc(NC(=O)c3ccco3)ccc21	-2	-2.0	1.1	0	-2.9	-1.5	-1.3	3	-4.3	-1	0
Cc1ccc(S(=O)(=O)N2C[C@H]3[C@H]4C(=O)N(C5CCCCC5)C(=O)[C@H]4CC(=O)[C@H]3[C@@H]2c2ccccc2F)cc1	-39	-0.8	.	4	-0.8	-1.0	.	3	0.6	10	4
Cc1ccc(N2C(=O)c3ccccc3C2Nc2ccc(S(=O)(=O)N3CCCCC3)cc2)nc1 (stereo unspecified)	10	0.9	0.8	-2	1.7	-1.0	2.3	-4	5.3	-7	-5
CCOC(=O)C1CCCN(C(=O)CSc2nnc3nc(C)cc(C)n23)C1 (stereo unspecified)	-3	0.0	0.5	-45	-0.9	-1.0	1.5	-75	-3.9	-31	-4
COc1ccccc1CNCc1cccs1	12	0.8	0.5	2	-1.6	-1.1	0.3	-1	-2.8	-6	-2
Cc1nn(-c2ccccc2)c(C)c1NC(=O)COc1ccc(Br)cc1Cl	-1	-1.1	-3.2	-2	-1.0	-1.5	-1.6	2	-3.6	3	0
Cc1cccc(C)c1NC(=S)N(CCc1ccncc1)C(C)C	9	0.5	0.8	0	-0.7	-1.7	1.7	-5	-1.4	-5	-6
O=C(N/C(=C\c1ccco1)C(=O)N1CCOCC1)c1ccco1	-1	0.9	0.6	-8	-1.4	-1.0	0.8	-19	1.6	-1	-3
Cc1cc(C)c2cc(CN(CC3CCCO3)S(=O)(=O)c3ccc4c(c3)OCCO4)c(=O)[nH]c2c1 (stereo unspecified)	-3	-0.3	-0.6	-32	-1.1	-1.8	0.6	-42	-0.5	-26	-11
COc1ccc([N+](=O)[O-])cc1NC(=O)COC(=O)C=C(C)C	1	-0.1	-1.0	1	1.7	-1.5	0.5	-3	0.7	3	-5
CC1(C)Cc2c(sc(NC(=O)c3ccc(Br)o3)c2C#N)CO1	-4	1.4	3.2	-6	2.4	0.0	6.2	-5	9.3	-2	-3
CCn1c(SC(C)C(=O)Nc2ccc3c(c2)OCCO3)nnc1C1CC1 (stereo unspecified)	6	1.0	0.3	2	-1.0	-1.7	-2.6	-6	-0.4	-15	3
O=C(COC(=O)[C@H](Cc1ccccc1)NC(=O)c1cccs1)NC1CCCCC1	-2	0.5	-0.6	2	-2.6	-1.3	4.0	0	-1.3	0	-2
COc1ccc2[nH]c(=O)c(CN(CCO)S(=O)(=O)c3ccc4c(c3)OCCO4)cc2c1	15	0.1	0.6	-66	-1.9	-2.1	-0.1	-97	-0.7	-409	-141
COc1ccc2c(=O)c(-c3ccccc3C)c(C)oc2c1	2	-1.5	0.0	-2	-0.3	-1.3	0.0	3	0.2	4	-3
COc1ccccc1NC(=O)CSc1n[nH]c(Cc2ccccc2)n1	-8	0.3	1.5	0	-1.6	-0.6	-1.4	-8	0.5	0	-1
O=C(CSc1nnc2ccc(-c3cccnc3)nn12)Nc1ccccc1F	-1	-0.6	0.5	-32	-1.6	-1.5	0.3	-48	0.1	-13	-12
O=C(NCCc1csc(-c2ccccc2)n1)c1cccs1	-4	0.1	1.0	-1	-1.7	-1.4	1.3	0	0.3	-11	-3
COc1cc(/C=C2\N=C(C)OC2=O)cc(Cl)c1OC(C)=O	-4	0.2	-1.5	0	-0.2	-0.8	2.2	-5	-2.2	5	0
CC(=NNC1=NCCN1)c1cnn(C2=NCCN2)c1C	1	-0.1	.	1	-1.5	-0.7	.	2	-1.6	-1	-3
O=C(CC1C(=O)NCCN1CC(c1ccccc1)c1ccccc1)NCCc1cn[nH]c1 (stereo unspecified)	1	0.2	0.3	3	-0.8	-0.9	2.2	-5	-3.2	-3	-5
OCC[C@@H]1C[C@@H](O)[C@H](O)[C@@]2(CCc3ccccc3CO2)O1	-2	0.1	1.9	-1	-0.8	-1.7	0.3	3	-0.9	3	-2
COc1ccccc1CNC(=O)C1Cc2ccccc2C(=O)O1 (stereo unspecified)	1	-1.0	1.9	1	-2.1	-1.6	-0.6	2	2.4	2	-3
COc1ccc2cnn(-c3ccccc3C)c(=O)c2c1OC	-2	-1.5	-0.2	-4	2.0	-1.4	0.9	0	0.6	-12	-7
CCc1ccc([C@@H]2CC=C(C(=O)O)[C@H](c3ccc(C(C)(C)C)cc3)N2S(=O)(=O)c2ccc(C)cc2)cc1	-33	0.1	-0.7	-1	-0.9	-0.8	-2.8	-3	-4.2	9	5

(more compounds)
SMILES	sPLA2-III inh	DAX1 inh-1	DAX1 inh-2	PLC-gamma1 inh	hcDAF-12 act	ssDAF-12 act	FXN GAA850 act	PLCb3 inh	hgDAF12 agonist	ADAM10 inh	ADAM17 inh
CCOC(=O)C1CCCC(NS(=O)(=O)c2ccc(NC(C)=O)cc2)C1 (stereo unspecified)	-6	0.5	0.8	-1	-1.5	-1.3	0.8	3	1.1	-5	-3
CCN(C[C@H]1N[C@@](CC)(C(=O)OC)[C@H]2C(=O)N(Cc3ccccc3)C(=O)[C@@H]12)C(=O)C1CCCCC1	-1	-1.4	1.1	0	1.4	-1.1	1.3	3	0.7	-4	-5
O=C(NN=Cc1ccc2c(c1)CCN2)c1cccs1	12	6.7*	5.6*	-5	9.8*	1.5*	1.4	-8	22*	-8	1
CCOc1cc(C)ccc1OCc1nnc(SCC(=O)Nc2cccc(C(=O)O)c2)n1-c1ccccc1	-17	-0.3	-0.5	4	-1.3	-1.3	0.8	-3	0.7	13	0
O=C(c1cccc(S(=O)(=O)N2CCOCC2)c1)N1CCC(Cc2ccccc2)CC1	6	-3.0	-0.5	1	-1.4	-0.7	0.8	-9	-1.8	-8	-5

Screening data (PubChem)
